Compound activity from PubChem.
Growth percent in the NCI-60 one-dose screen (48 h, 10 µM unless noted): 100 = growth as untreated, 0 = no growth, -100 = all killed.
HL-60(TB) = HL-60(TB) leukemia cells; hit rate 9% among 78,000; active means growth percent below 10
* marks the source's active call; other numbers are inactive results; & = joins results of further samples. Some of the compounds tested; the hit share may differ from the screen's.

SMILES | HL-60(TB)
O=c1c2cc3c(cc2nc(C(F)(F)F)n1CCc1c[nH]c2ccccc12)OCO3 | 86
CNC(=O)Cn1c2c(sc1=O)[C@H]1[C@@H](O)[C@@H](O)[C@H](O)[C@@H]1CS2 | 105
O=Cc1ccc(/C=C/C(=O)O)cc1 | 85
C=CCOC(=O)c1ccccc1C(=O)OCC=C | 108
O=C(NCCCl)Nc1ncn[nH]1 | 103
COc1ccc(-n2sc(=O)n(Cc3ccc(CNC(=O)C(C)c4ccc(CC(C)C)cc4)cc3)c2=O)cc1 (stereo not drawn) | 102
CCN(CC)C(C(=O)NN)c1ccccc1 (stereo not drawn) | 85
COc1ccc(-c2nc(NN)[nH]c(=O)c2Br)cc1 | 116
O=C(CS)OCC(COC(=O)CS)(COC(=O)CS)COC(=O)CS | 67
C=CCNC(Cc1ccccc1)c1ccccc1 (stereo not drawn) | 111
C=CCC(O)c1ccccc1 (stereo not drawn) | 107
Nc1ccc(C(=O)Nc2ccc(Nc3ccncc3)cc2)c([N+](=O)[O-])c1 | 104
COc1ccc(-n2nc(C)c3c(Oc4ccc(NC(=O)Nc5cccc(C(F)(F)F)c5)cc4)ncnc32)cc1 | 90
Cc1ccc(C2=Nc3nc4ccccn4c3C(=O)[C@@H]3CCCN23)cc1 | 125
CC(O)COc1ccc(Cl)cc1 (stereo not drawn) | 112

Ordered by length of the SMILES (low to high): 14 of the compounds above
SMILES | HL-60(TB)
C=CCC(O)c1ccccc1 (stereo not drawn) | 107
CC(O)COc1ccc(Cl)cc1 (stereo not drawn) | 112
O=C(NCCCl)Nc1ncn[nH]1 | 103
O=Cc1ccc(/C=C/C(=O)O)cc1 | 85
CCN(CC)C(C(=O)NN)c1ccccc1 (stereo not drawn) | 85
C=CCOC(=O)c1ccccc1C(=O)OCC=C | 108
COc1ccc(-c2nc(NN)[nH]c(=O)c2Br)cc1 | 116
O=C(CS)OCC(COC(=O)CS)(COC(=O)CS)COC(=O)CS | 67
Cc1ccc(C2=Nc3nc4ccccn4c3C(=O)[C@@H]3CCCN23)cc1 | 125
Nc1ccc(C(=O)Nc2ccc(Nc3ccncc3)cc2)c([N+](=O)[O-])c1 | 104
O=c1c2cc3c(cc2nc(C(F)(F)F)n1CCc1c[nH]c2ccccc12)OCO3 | 86
CNC(=O)Cn1c2c(sc1=O)[C@H]1[C@@H](O)[C@@H](O)[C@H](O)[C@@H]1CS2 | 105
COc1ccc(-n2sc(=O)n(Cc3ccc(CNC(=O)C(C)c4ccc(CC(C)C)cc4)cc3)c2=O)cc1 (stereo not drawn) | 102
COc1ccc(-n2nc(C)c3c(Oc4ccc(NC(=O)Nc5cccc(C(F)(F)F)c5)cc4)ncnc32)cc1 | 90

The main list resumes, starting two compounds before the break.
SMILES | HL-60(TB)
Cc1ccc(C2=Nc3nc4ccccn4c3C(=O)[C@@H]3CCCN23)cc1 | 125
CC(O)COc1ccc(Cl)cc1 (stereo not drawn) | 112
COc1cc2nc(N3CCC[C@@H](NC4=CC(=O)c5ccccc5C4=O)C3)nc(N)c2cc1OC | -60*
CCCCNC(=S)S | 97
C=CC(=O)Nc1cccc(C)c1Nc1cc(-c2cccnc2Cc2c(C)c(OC)cc(OC)c2C)ncn1 | -23*
COc1ccc(OC)c(Nc2n[nH]c(-c3cccs3)c2C#N)c1 | 99
CCCN=C(N)c1ccc(NC(=O)c2ccc(C(=O)Nc3ccc(C(N)=NCCC)cc3)cc2)cc1 | 77
CCCCCCCC(C)(C)c1ccc([C@H]2CCC[C@@H](O)C2)c(O)c1 | 84
Clc1ccc(-c2csc(N/N=C/c3nc4ccccc4n3C3CC3)n2)cc1 | 107
CCCCCCCCCCCC(=O)OCCCCC | 100
COc1ccc2[nH]c(O)c(N=NC(=O)COc3ccc(-c4nc5ccccc5c(=O)[nH]4)cc3OC)c2c1 | 84
C#C[C@]1(O)CC[C@H]2[C@@H]3CC=C4c5sc(-c6ccc(C(F)(F)F)cc6)nc5CC[C@]4(C)[C@H]3CC[C@@]21C | 103
Cc1cc2c(cc1-c1cc(/C=C/C(=O)O)ccc1O)C(C)(C)C=CC2(C)C | 106
O=C(NNC(=O)c1ccc2ccccc2c1)c1cccc(Cl)c1 | 96
Cc1ccc(N(CC(=O)O)S(=O)(=O)c2ccccc2)c(C)c1Cc1cccc(Br)c1 | 98
Cc1cc(-c2ccc(N=Nc3c(S(=O)(=O)O)cc4cc(S(=O)(=O)O)cc(O)c4c3O)c(C)c2)ccc1N=Nc1cc(S(=O)(=O)O)c2ccccc2c1O | 105
CCOC(=O)c1cc(C(=O)c2ccc(OC)c(OC)c2)n2ccc(-c3ccccn3)cc12 | 110
O=[N+]([O-])c1ccc(-n2[nH]nnc2=S)cc1 | 105
CCN1C(=O)/C(=C2\S/C(=N\Nc3ccccc3)N(C)C2=O)c2ccccc21 | 109
Cc1ccc(C(=O)[C@H]2[C@H](c3ccc(O)cc3)NC(=O)N[C@@]2(O)C(F)(F)F)cc1 | 97
COc1ccc(CNc2ncnc3c2cnn3C)cc1 | 96
COc1cc(NCCC2CCCCN2)c2ncccc2c1OC (stereo not drawn) | 0.8*
Cc1cnc(SCc2ccc(Cl)cc2)nc1N(C)C | 77
O=C(NC(C(=O)O)C(O)c1ccccc1)C(Cl)Cl (stereo not drawn) | 101
Brc1cc(-c2cc(-c3ccc4c(c3)OCCO4)[nH]n2)cs1 | 24
COc1ccc(C2C=C(C)N=C3SC(C)=NN32)cc1 (stereo not drawn) | 111
CCCCCCC1(C)NC(=O)NC1=O (stereo not drawn) | 104&106
O=C(NC1CCCCC1)OCC1OC(n2cnc3c(=O)[nH]cnc32)C(OC(=O)NC2CCCCC2)C1OC(=O)NC1CCCCC1 (stereo not drawn) | 96
COc1ccc(-c2cc3c(OC)c4c(c(OC)c3oc2=O)OCO4)cc1 | 102
CC(C)(C)C1(CCO)C(=O)NC(=S)NC1=O | 116
Cc1ccc2nc(Nc3nc(C)cc(C)n3)[nH]c2c1 | 102
CCN(CC)CCC(CNc1ccnc2cc(Cl)ccc12)c1ccc(O)cc1 (stereo not drawn) | -1.9*
COc1ccc(/C=C/C(=O)c2ccc(NC(=O)CSc3nnc(-c4ccc(Cl)cc4)o3)cc2)cc1 | 72
S=C1NCSCN1 | 100
CC(C)(C)NCC(O)COc1cccc2c1CCC(=O)N2 (stereo not drawn) | 103
Cc1cc2cc3c(=O)[nH]c(=O)cc-3n(CC(O)C(O)C(O)CO)c2cc1C (stereo not drawn) | 102
CC1=C(Br)C(=O)C(c2c(C)cc(C)c(Br)c2C)=C(Br)C1=O | 60
Nc1nc(N)c2cc(CNc3ccc(Cl)c(Cl)c3)ccc2n1 | 2.0*
CCNC(=S)n1nc(-c2ccc(OC)cc2)nc1N | 114
O=C(c1ccco1)C(O)c1ccco1 (stereo not drawn) | 94
COc1ccc2oc(=O)cc(/C=C3\C(=O)NN=C3C)c2c1 | 98
CC1Cc2c(ncnc2-n2cnc3ccccc32)N(C)c2ccccc21 (stereo not drawn) | 16
CCOC(=O)c1c(C)nc2c(c1N)C(=O)C(=O)N2c1ccccc1 | 78
CCCCn1ccc(=O)[nH]c1=O | 77
C=C1SC(=Nc2cccc(OC)c2)N(c2nc(Cl)nc(Cl)n2)C12CCCCC2 | 96
CC(/C(=N\N=C(N)N)c1ccccc1)N(C)C (stereo not drawn) | 85
NC(N)=N/N=C/c1nccc2ccccc12 | 111
Nc1n[nH]c2ccc([C@@H]3Nc4c(F)cc5[nH]ncc5c4[C@H]4C5CCC(C5)[C@@H]34)cc12 (stereo partly drawn) | 1.8*
C=CCn1cc(-c2nc3ccccc3s2)c2cc(-c3ccc4c5c(cccc35)C(=O)N(CCN(CC)CC)C4=O)ccc21 | 105
CC[C@]1(O)C(=O)OCc2c1cc1n(c2=O)Cc2cc3c(N)cccc3nc2-1 | 108
Clc1ccc2c(NC3CCC(NC4CCCCC4)CC3)ccnc2c1 (stereo not drawn) | 67
COc1ccc(-c2cs/c(=N\N=C\c3ccc(F)c(OC)c3)n2C)cc1 | 64
Nc1c(-c2ccc3c(c2)OCCO3)oc2ccccc2c1=O | 87
Cc1cnc(NS(=O)(=O)c2ccc(N)cc2)nc1-c1ccccc1O | 123
O=C(N/N=C/c1ccc(F)cc1)c1cnc2n(c1=O)CCCCC2 | 93
C/C=C(/c1cccnc1)C1c2ccccc2NC1CC (stereo not drawn) | 110
O=C(C[n+]1cccc2c3ccccc3ccc21)c1ccc(Cl)cc1 | 30
COc1ccc(-c2nc(-c3nc4ccc(C)cc4[nH]3)c3ccccn23)cc1 | 31
COc1cccc(C(=O)Nc2cccc(-c3cc(=O)c4c(O)c(OC)c(OC)cc4o3)c2)c1 | 81
CCC1([N+](=O)[O-])COP(=O)(NCc2cccnc2)OC1 (stereo not drawn) | 107
[2H]C1([2H])CCN(C(=O)C2CC2)c2cc(NS(=O)(=O)c3ccc(-c4cccc(C(N)=O)c4)cc3)ccc21 | -0.9*
O=C(NNc1ccc([N+](=O)[O-])cn1)Nc1ccccc1 | 96

New compounds follow
SMILES | HL-60(TB)
CC(C)[N+](C)(CCOC(=O)C1c2ccccc2Oc2ccccc21)C(C)C | 102
Cc1nccc2c3ccc(OCc4cn(-c5ccc(Cl)cc5)nn4)cc3n(CCCc3ccccc3)c12 | -65*
Nc1cc2nc3ccccc3sc-2cc1=O | 6.9*
COC(=O)c1ccc2nc(N(Cc3ccccc3)C(=O)c3c(Cl)c(Cl)c(C)n3Cc3ccccc3)sc2c1 | 92
O=c1cc(Cc2cn3ccccc3nc2=O)c2cc(Cl)ccc2o1 | 85
O=C(C(=O)N1CCCC1)c1cn(Cc2ccccc2)c2ccccc12 | 86
O=C(CN1CCCCC1)Nc1nc(-c2cc3ccccc3oc2=O)cs1 | 94
O=C1C(=Cc2cc3ccccc3[nH]c2=O)C(=O)c2ccccc21 | 98
O=C(O)CCCN1CCN([C@H](c2ccccc2)c2ccc(Cl)cc2)CC1 | 120
COc1ccc(C(=O)c2cc(C(=O)/C=C/c3c(Cl)cccc3Cl)c3cc(C)ccn23)cc1 | 101
CCOC(=O)c1c(Nc2ccc(S(N)(=O)=O)cc2)nnc(-c2ccccc2)c1-c1ccccc1 | 71
CC(=O)Nc1cccc([N+](=O)[O-])c1 | 115
CCC(CC)O[C@@H]1C=C(C(=O)OC)C[C@H](N)[C@H]1NC(C)=O | 103
CCOC(=O)c1c(NC(=O)c2cccc(C(F)(F)F)c2)sc2c3c(ccc12)OCN(C)C3 | -56*
COc1ccc(Nc2nc3ccc(NC(C)=O)cc3[nH]c2=O)cc1 | 75
c1ccc(OCCC[P+](c2ccccc2)(c2ccccc2)c2ccccc2)cc1 | -57*
COc1cc(CCC[P+](c2ccccc2)(c2ccccc2)c2ccccc2)cc2c1OCO2 | 10
Cc1ccc(-c2nc3ccc(Cl)cn3c2NC(C)(C)CC(C)(C)C)o1 | 38
COc1cc2c(c(OC)c1OC)C(=O)CC(c1cccc(NC(=O)c3cc(NC(=O)[C@H](CO)NC(=O)OC(C)(C)C)ccc3Cl)c1)O2 (stereo partly drawn) | 37
CCOCC(=O)O | 111
COc1cc(-c2nc(-c3ccccc3)c(-c3ccccc3)n2-c2ccc(S(=O)(=O)Nc3ncccn3)cc2)ccc1O | 83
O=S(=O)(c1ccccc1)N1CCCc2ccccc21 | 103
COc1c(F)ccc(C(=O)Nc2ccc3nc(NC(=O)C4CCCN(S(=O)(=O)c5ccc(Br)cc5)C4)sc3c2)c1F (stereo not drawn) | 86
COc1ccc(Cn2cc3c(c2-c2ccc(OC(C)=O)cc2)CCc2cnoc2-3)cc1 | 94
CCOC(=O)c1c2ccncc2n2c(=O)n(C)nnc12 | 106
CCN(CC)C(=O)CCCCCn1c2ccccc2c2c3c(c4c5ccccc5[nH]c4c21)C(=O)N(O)C3=O | 22
CCCCCCC/C=C\CCCCCCCCc1nc(-c2cc(OC)c(OC)c(OC)c2)no1 | 88
CSc1cc(/C=C(\C)[C@@H]2C[C@@H]3O[C@]3(C)CCC[C@H](C)[C@H](O)[C@@H](C)C(=O)C(C)(C)[C@@H](O)CC(=O)O2)n(CCNC(=O)OC(C)(C)C)n1 | 8.8*
O=C(/C=C/c1ccc(Oc2ccc(Cl)cc2)cc1)c1ccc(Cl)cc1 | 85
O=C(CSc1nc(-c2ccccc2)c(-c2ccccc2)o1)N1CCOCC1 | 100
CCOC(=O)CC1CSC(Nc2ccc(Cl)cc2)=N1 (stereo not drawn) | 106
O=C(c1ccc(F)cc1)[C@H]1[C@H]2CCCN2[C@@]2(C(=O)Nc3ccc(F)cc32)[C@]12C(=O)Nc1ccccc12 | 85
O=C(O)c1ccc(-c2ccc(/C=N/NC(=O)c3[nH]c4ccc(Br)cc4c3-c3ccccc3)o2)cc1 | -18*
O=C1C2C3CCC(O3)C2C(=O)N1c1nccs1 (stereo not drawn) | 100
Cc1c(Cl)cccc1NC(=O)c1sc2nc3c(cc2c1N)CCCCC3 | -25*
COc1cc(-c2nc(C(=O)NCC(=O)NO)nn2-c2ccc(Cl)cc2)cc(OC)c1OC | 97
O=C(O)c1cc(N2CCCCC2)nc2ccccc12 | 115
CCOC(=O)/C(N=O)=C(/O)c1ccccc1 | 95
COC(=O)c1cc(O)c2cc3c(cc2c1-c1cc(OC)c(OC)c(OC)c1)OCO3 | 5.9*
COc1ccc(C=Nc2ccccc2C(=O)O)cc1 | 99
Cc1ccc(O)c(S(=O)(=O)O)c1 | 101
CN1CCN(c2ccc(Nc3nc(NCCNS(=O)(=O)c4ccc(F)cc4)c4sccc4n3)cc2)CC1 | 95
CCOc1cccc(-c2cnnn2-c2nonc2N)c1 | 97
CN1CC(c2ccc(Br)cc2)C(C(=O)c2ccc(O)cc2)C12C(=O)c1ccccc1C2=O (stereo not drawn) | 100
O=[N+]([O-])c1cccc(OCCCCOc2ccccc2)c1 | 98
NCCCC(O)(P(=O)(O)O)P(=O)(O)O | 115
c1ccc(Cc2nnc3sc(C4COc5ccccc5O4)nn23)cc1 (stereo not drawn) | 107
O=C(O)/C=C\C(=O)NNc1ccc([N+](=O)[O-])cc1[N+](=O)[O-] | 92
